KLF5 inh: kruppel-like factor 5 inhibition. DLD-1 KLF5 promoter-luciferase reporter, luminescence. inhibition, % at 5 µM. hit rate 0.23% among 290,000. AID 1700;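 active means inhibition above a per-plate limit of that plate's mean compound inhibition plus 3 SD, cut at about 60% in these data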;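 further: 0% = DMSO wells and 100% = LY294002 at 200 µM; higher means less KLF5 promoter-driven luciferase light; inactives centre near -14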
TRPC4 block: blocks the mouse TRPC4 cation channel; Q9QUQ5; hit rate 0.39% among 300,000; HEK293 TRPC4beta/mu-opioid, DAMGO-evoked Fluo4 calcium flux; hits give low values; B-score at 10 µM;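 active means B-score over 3 SD under the library average, no early fluorescence shift, positive overall ratio signal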
Target sequence (Q9QUQ5 whole entry, looked up): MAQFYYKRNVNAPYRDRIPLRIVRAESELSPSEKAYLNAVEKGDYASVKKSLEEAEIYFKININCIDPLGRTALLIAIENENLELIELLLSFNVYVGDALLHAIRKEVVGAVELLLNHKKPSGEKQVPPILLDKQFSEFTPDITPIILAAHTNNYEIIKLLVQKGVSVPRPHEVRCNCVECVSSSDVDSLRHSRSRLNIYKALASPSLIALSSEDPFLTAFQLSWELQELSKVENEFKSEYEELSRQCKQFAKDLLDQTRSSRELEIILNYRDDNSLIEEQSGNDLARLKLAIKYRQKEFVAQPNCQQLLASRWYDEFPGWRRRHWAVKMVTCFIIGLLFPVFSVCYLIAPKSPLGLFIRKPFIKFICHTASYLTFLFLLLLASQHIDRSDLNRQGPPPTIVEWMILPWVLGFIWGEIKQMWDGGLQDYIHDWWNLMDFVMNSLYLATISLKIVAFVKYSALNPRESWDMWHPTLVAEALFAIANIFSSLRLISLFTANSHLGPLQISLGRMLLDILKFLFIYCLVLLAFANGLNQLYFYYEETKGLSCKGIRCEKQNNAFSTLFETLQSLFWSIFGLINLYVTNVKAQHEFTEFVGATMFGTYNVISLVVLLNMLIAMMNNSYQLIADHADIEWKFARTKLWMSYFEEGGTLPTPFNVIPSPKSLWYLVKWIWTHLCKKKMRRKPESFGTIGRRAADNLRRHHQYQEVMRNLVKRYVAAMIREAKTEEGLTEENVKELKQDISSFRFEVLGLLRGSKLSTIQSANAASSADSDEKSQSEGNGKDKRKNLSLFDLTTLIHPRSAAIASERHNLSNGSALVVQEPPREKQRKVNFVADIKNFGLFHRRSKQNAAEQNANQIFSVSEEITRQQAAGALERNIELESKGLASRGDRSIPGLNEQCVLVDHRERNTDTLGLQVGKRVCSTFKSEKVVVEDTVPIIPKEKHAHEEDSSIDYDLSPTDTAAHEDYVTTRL
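Signal: kinetic Fluo4 fluorescence imaging of calcium influx. Material: stable TRPC4beta/mu-opioid receptor HEK293 cells. Probe or stimulus: DAMGO in two steps, submaximal then maximal.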
IEC-6 cytotox: kills IEC-6 intestinal cells in KLF5 counter-screen; IEC-6 cytotoxicity, luminescence viability; inhibition, % at 5 µM; hit rate 0.78% among 290,000; AID 1825; in the data active means inhibition above about 22%;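 further: 0% = plate median of test compound wells and 100% = cytotoxic reference compound wells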
TRPC4 PAM: TRPC4 (mouse) allosteric potentiation; B-score at 10 µM; Q9QUQ5; HEK293 TRPC4beta/mu-opioid, DAMGO EC20, Fluo-4 Ca2+ flux; hits give high values; hit rate 0.42% among 310,000;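 active means B-score of calcium response area above 5 SD of library B-scores, with initial fluorescence ratio within 5 SD of library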;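 further: B-score of integrated fluorescence ratio over time as area under calcium response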
HIF act: HIF pathway transcriptional activation. hit rate 0.32% among 300,000. U2OS HRE-luciferase reporter, luminescence; normalized: DMSO 0%, desferrioxamine 100%. activation, % at 7.5 µM (by protocol). AID 1910;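 active means mean activation of at least 10% of the iron chelator positive control signal, with at least half of replicates also reaching 10%; inconclusive means mean and replicate majority disagree about reaching 10%; inactive means mean and most replicates under 10%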
SKKanGAS inh: blocks kanamycin growth of S. pyogenes SKKanGAS strain; BacTiter-Glo, 6 h; inhibition, % at 7.5 µM; hit rate 1.3% among 300,000; AID 1662;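 active means mean replicate score, as percent of positive control median, at least 50; inconclusive means mean below 50 but one replicate at or above 50; inactive means mean and every replicate below 50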;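 further: strain carries kanamycin resistance gene driven by streptokinase promoter and grows in 40 µg/ml kanamycin; loss of luminescence reflects streptokinase promoter inhibition or plain growth inhibition; 0% = median of DMSO wells and 100% = positive control at its reference dose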
TRPC6 inh: blocks the mouse TRPC6 cation channel; hit rate 1.1% among 310,000; HEK293-TRPC6, membrane potential dye, ACh-evoked depolarization; hits give low values; B-score at 10 µM;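 active means B-score under library mean minus 3 SD, initial fluorescence not abnormally high, positive integrated signal ratio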;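 further: B-score derived from integrated fluorescence ratio over the kinetic read; more negative B-score means stronger inhibition of depolarization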
MrgX1 antag: human MrgX1 receptor antagonism, primary screen; MRGX1-HEK293 calcium flux, Fluo-4, BAM8-22 antagonism; hits give low values; hit rate 1.3% among 310,000; B-score at 10 µM; Q96LB2;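 active means calcium-response B-score plate-corrected more than 3 library SD below zero, starting fluorescence within 5 deviations, no agonist response on first addition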;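 further: peak minus trough fluorescence over baseline after final BAM8-22 challenge near maximal dose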
TRPC6 activator: activates the mouse TRPC6 cation channel. B-score at 10 µM. hit rate 0.13% among 310,000. Q61143. HEK293-TRPC6 membrane potential dye fluorescence; hits give high values;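 active means B-score of the integrated fluorescence ratio above library mean plus 3 SD, and starting fluorescence ratio within library mean plus 5 SD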;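 further: higher score means more depolarization so channel activation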
TRPC4 act: TRPC4 (mouse) channel activation. B-score at 10 µM. Q9QUQ5. hit rate 0.49% among 310,000. HEK293 TRPC4beta/mu-opioid, Fluo4 calcium fluorescence; hits give high values. AID 2237;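 active means B-score above 5 SD of library B-scores, and initial fluorescence ratio not above library mean plus 5 SD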;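 further: positive B-score marks a calcium rise read as TRPC4 activation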
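Material: TRPC4beta and mu-opioid receptor HEK293 stable cells | Incubation: 45 min room-temperature Fluo4 loading, 110 s read | Detection: Kinetic Fluo4 calcium fluorescence | Measure: Integrated baseline-normalised fluorescence ratio, converted to per-well B score | Benchmarks: Low control buffer alone, high control maximal DAMGO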
aSyn 5UTR inh: MLPCN primary screen, SNCA 5' untranslated region; alpha-synuclein 5'UTR reporter, inhibitor activity; inhibition, % (tested at 7.5 µM); hit rate 0.82% among 300,000; in the data active means inhibition above about 60%; inconclusive means no clear call, values can overlap the other calls;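 further: H4 neuroglioblastoma cells stably carrying SNCA 5'UTR luciferase fusion; 0% = DMSO wells and 100% = positive control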
Active calls of the source: *; i = inactive; ? = inconclusive; / = not tested or not shown.

molecule	TRPC4 act	HIF act	aSyn 5UTR inh	IEC-6 cytotox	TRPC6 inh	MrgX1 antag	TRPC4 PAM	SKKanGAS inh	KLF5 inh	TRPC6 activator	TRPC4 block
COc1cccc(OCC(=O)NNC(=O)C(=O)Nc2ccc(OC)cc2OC)c1	i	0.1	-7	-1	i	i	i	?	-33	i	i
CCN(CC)C(=O)CC1(c2ccccc2OC)CCOC(C(C)C)C1 (stereo not drawn)	i	-1.6	-14	0	i	i	i	1	-6	i	i
CN(CC(=O)OCC(=O)NCc1ccccc1)S(=O)(=O)c1ccc(Cl)cc1	i	-0.2	-2	8	i	i	i	-1	-16	i	i
COc1cccc(NC(=O)CSc2nc(C)cs2)c1	i	0.1	-14	4	i	i	i	-5	-4	i	i
CC(=O)c1ccc(S(=O)(=O)N2CCN(C(=O)CSC(=S)N3CCCC3)CC2)cc1	i	-0.6	-5	/	i	i	i	23	/	i	i
CCOC(=O)N1CCN(S(=O)(=O)c2c(C(=O)N3CCCCC3)c(C)n(C)c2C)CC1	i	-0.1	-13	-1	i	i	i	-7	-19	i	i
COCCn1c(SCC(=O)Nc2nnc(C)s2)nnc1-c1ccoc1C	i	-2.3	7	-8	i	i	i	3	1	i	i
NC(=O)c1ccc(NC(=O)CCc2nc3sc4c(c3c(=O)[nH]2)CCCC4)cc1	i	-0.2	4	/	i	i	i	11	/	i	i
Cc1ccc(NC(=O)CNC(C)c2ccccc2)cc1 (stereo not drawn)	i	0.0	-73	2	i	i	i	2	-49	i	i
CC(=O)N(CN1C(=O)c2ccccc2C1=O)c1ccc2c(c1)oc1ccccc12	i	-0.6	24	4	i	i	i	-6	-18	i	i
O=C(Nc1ccccc1F)c1cccc(C(=O)Nc2ccccc2F)c1	i	1.0	-12	1	i	i	i	4	-38	i	i
Cc1cc(C)n2nc(SCc3ccc(C#N)cc3)nc2n1	i	-1.1	19	-4	i	i	i	0	-12	i	i
CCN(Cc1ccccc1)c1ccc(/C=N/NC(=O)c2cccc(S(=O)(=O)N3CCOCC3)c2)cc1	i	-0.6	13	0	i	i	i	4	-10	i	i
CCNC(=S)NNC(=O)CSc1nc2ccccc2[nH]1	i	-0.1	-6	3	i	i	i	0	-3	i	i
CN1C(=O)c2cccc3c(S(=O)(=O)N4CCCC4C(=O)O)ccc1c23 (stereo not drawn)	i	1.6	12	6	i	i	i	1	-7	i	i
Cc1cccc(C(=O)NCC(=O)NC2CCC(C)CC2)c1 (stereo not drawn)	i	0.7	-4	/	i	i	i	-1	/	i	i
CCCN1CN(CCc2ccccc2)CNC1=S	i	-1.0	25	-1	i	i	i	-17	-3	i	i
Cc1onc(-c2ccccc2Cl)c1C(=O)N1CCN(C/C=C/c2ccccc2)CC1	101*	-0.4	16	-5	i	i	i	-1	-13	i	i
O=C(COc1ccccc1)Nc1nc(-c2cccs2)cs1	i	0.2	-51	-5	i	i	i	2	-11	i	i
O=C1CCCC/C1=C/Nc1ccc2c(c1)OCO2	i	-1.8	-139	-4	i	i	i	1	-31	i	i
O=C(O)c1cccc(-n2c(/C=C/c3ccc([N+](=O)[O-])cc3)nc3ccccc3c2=O)c1	i	-1.3	1	-2	i	i	i	10	-23	i	i
O=c1cc(NS(=O)(=O)c2ccccc2)nc(SCc2ccccc2Cl)[nH]1	i	0.4	?	2	i	i	i	10	11	i	i
COC(=O)c1cc(C#N)c(Oc2ccccc2OC)nc1C	i	-0.2	-17	6	i	i	i	-4	29	i	i
O=C(CCc1ccccc1)NNC(=O)c1ccc(Br)cc1	i	0.0	5	2	i	i	i	4	-18	i	i
CCC(C)(C)NC(=O)c1cc(S(=O)(=O)N2CCCCC2)ccc1N1CCOCC1	i	-0.3	17	-4	i	i	i	-2	-43	i	i
CCc1nnc(NC(=O)CSc2ccc(-c3ccco3)nn2)s1	i	-0.9	14	-4	i	i	i	6	-42	i	i
CCc1nc2ccc(C(=O)NCCCN3CCN(c4ccc(F)cc4)CC3)cc2nc1CC	i	-0.4	3	-7	i	i	i	1	-21	i	i
COc1ccc2c(c1)C(=C(C#N)C#N)C(=O)N2CCc1ccccc1	i	-0.2	-22	-5	i	i	i	7	-19	i	i
Cc1c(C(=O)Nc2cccc(-c3nnc4n3CCCCC4)c2)oc2ccccc12	i	0.2	-15	6	i	i	i	-2	-8	i	i
COC(=O)NCC(c1ccco1)N1CCN(c2ccc(F)cc2)CC1 (stereo not drawn)	i	0.1	7	-6	i	i	i	1	15	i	i
O=C(O)CCCCCCCCCCP(=O)(c1ccccc1)c1ccccc1	i	-0.2	4	-3	i	i	i	/	-19	i	i
CCN(CC)S(=O)(=O)c1ccc(F)c(C(=O)NCCC(C)C)c1	i	0.0	-9	-1	i	i	i	-1	-5	i	i
CCOC(=O)C1(CCCc2ccccc2)CCN(C(=O)CN2C(=O)CSC2=O)CC1	i	-0.2	7	-5	i	i	i	5	4	i	i
COc1ccc(NC(=O)c2cncc(Br)c2)cc1S(=O)(=O)N1CCCCC1	i	-0.1	18	7	i	i	i	-9	-33	i	i
COc1ccc(S(=O)(=O)N2CCN(C)CC2)cc1NC(=O)c1ccccc1C	i	-0.3	-13	-8	i	i	i	-3	-6	i	i
Cc1ccc([N+](=O)[O-])cc1NC(=O)c1ccc(-c2ccccc2)cc1	i	-0.1	-6	3	i	i	i	-10	-1	i	i
Cc1cccc(-c2nc3c(c(SCC(=O)N4CCOCC4)n2)Cc2c(CO)cnc(C)c2O3)c1	i	-0.3	-20	4	i	i	i	-3	16	i	i
O=C(NCc1cccnc1)c1cccn2c(=O)c3sccc3nc12	i	-0.6	-11	10	-7.3*	i	i	-6	6	i	i
Cc1nn(CCOc2ccc(Br)cc2)c(C)c1[N+](=O)[O-]	i	-1.0	39	-7	i	i	i	-1	15	i	i
CC(NS(=O)(=O)c1ccc2c(c1)c(=O)n(C)c(=O)n2C)C(=O)NC1CCCCC1 (stereo not drawn)	i	-0.5	12	2	i	i	i	-2	5	i	i
O=C(c1ccco1)N1CCN(c2cc(=O)n(C3CCCCC3)c(=O)[nH]2)CC1	i	0.0	-14	-2	i	i	i	-1	-7	i	i
CC(C)(C)c1cc(C(=O)NNC(=O)c2ccc(Cl)cc2)no1	i	0.0	1	-2	i	i	i	-5	1	i	i
O=C(Nc1nc(-c2ccccn2)cs1)c1cc(Cl)ccc1[N+](=O)[O-]	i	36*	116*	83*	i	i	i	95*	64*	i	i
Cc1ccc(COc2ccc(S(=O)(=O)N3CCCC3)cc2C(N)=O)cc1	i	-0.3	25	3	i	i	i	-3	-1	i	i
Cc1cc(C)n(C(=O)COc2c(C)cccc2C)n1	i	-0.1	13	2	i	i	i	7	-10	i	i
Cc1csc(Nc2nc(N)c(C(=O)Nc3ccccc3)o2)n1	i	-20	-131	4	i	i	i	-6	-94	i	i
CC(=O)Nc1ccc(OS(=O)(=O)c2ccccc2C)cc1	i	-0.6	-18	8	i	i	i	0	-9	i	i
Cc1ccccc1NC(=S)NCCc1ccccn1	88*	0.4	9	-4	i	i	i	3	-27	i	i
Cn1c(C(=O)NCCc2ccccc2)cc(=O)n(C)c1=O	i	-0.1	16	3	i	i	i	-2	-45	i	i
COc1ccc(NC(=O)C2CCCN(S(C)(=O)=O)C2)cc1 (stereo not drawn)	i	-2.4	12	-3	i	i	i	-7	-22	i	i
O=C(Nc1ccccc1)Nc1ccc(Br)cc1F	i	3.5	-163	0	i	i	i	1	-64	i	i
CCOc1c(Br)cc(C(=O)NCCCn2ccnc2)cc1OC	i	-2.4	20	5	i	i	i	-6	-40	i	i
Cn1c(=O)c2c(nc(CN3CCN(c4ccccc4F)CC3)n2CCN2CCOCC2)n(C)c1=O	i	-0.8	23	0	i	i	i	-2	-35	i	i
CC(NCC(=O)Nc1cc(S(=O)(=O)N2CCCCCC2)ccc1Cl)c1ccccc1 (stereo not drawn)	i	-2.4	-14	-4	i	i	i	-5	-10	i	i
COC(=O)CC1C(=O)NCCN1C(=O)OC(C)(C)C (stereo not drawn)	i	-0.1	-23	-3	i	i	i	-5	-29	i	i
CC(C)CC(NC(N)=O)C(=O)OCC(=O)N(Cc1ccccc1)Cc1ccccc1 (stereo not drawn)	i	/	/	0	i	i	i	/	-7	i	i
CCOc1cccc(N(C(=O)Cc2cccs2)C(C(=O)NC2CCCCC2)c2cccn2C)c1 (stereo not drawn)	i	-0.6	34	3	i	i	i	-2	-26	i	i
Cc1ccc(S(=O)(=O)N/N=C2\C(=O)C3(C)CCC2C3(C)C)cc1 (stereo not drawn)	i	0.2	11	4	i	i	i	7	7	i	i
COc1ccc2c(C)c(CCC(=O)NC3CC3)c(=O)oc2c1	i	0.4	9	4	i	i	i	0	-25	i	i
C=CCNC(=S)NNC(=O)c1ccc(OCCCC)cc1	i	0.0	3	3	i	i	i	-12	-4	i	i
O=C(CCNc1ccc(F)cc1)c1cccc([N+](=O)[O-])c1	i	0.5	2	3	i	i	i	-1	-9	i	i
Fc1ccc(-c2cc(C(F)(F)F)nc(NCC3CCCO3)n2)cc1 (stereo not drawn)	i	-0.4	0	-12	i	i	i	20	-32	i	i

Assay outcomes from PubChem BioAssay.

The order is random; about 5.8% have a hit in one of these screens.
